L3MBTL1 inh: qHTS Assay for the Inhibitors of L3MBTL1 | Potency, µM (highest dose often 57.1 µM), without a hit: at the top dose activity, negative = inhibition, most hits filed as inhibitors | AlphaScreen L3MBTL1–H3K9me1 peptide binding | 0.66% of 230,000 active | Lethal(3)malignant brain tumor-like protein 1 (Homo sapiens), Q9Y468; also: % is scaled to controls: 0 for no effect and ±100 for the full control effect; nearly all actives have a fitted effect of over 60% in size
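AlphaScreen assay: L3MBTL1 (50 nM final) was preincubated 30 min at room temperature with biotinylated H3(1-15)K9me1 peptide (75 nM final), then 30 min with library compounds; streptavidin donor and nickel chelate acceptor beads (10 ug/mL final) added, 30 min dark.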
Tau fibril FP: qHTS for Inhibitors of Tau Fibril Formation, Fluorescence Polarization; Microtubule-associated protein tau (Homo sapiens), P10636; K18 P301L tau heparin fibrillization, Alexa594 FP, 6 h; Potency, µM (titrated, usually from 57.7 µM), for inactives: top-dose activity, negative = inhibition, actives largely listed as inhibitors; 0.39% of 280,000 active; AID 1468, 2008; also: % is scaled to controls: 0 for no effect and ±100 for the full control effect; nearly all actives have a fitted effect of over 55% in size
Target sequence (P10636 561-689 P618L limits assumed): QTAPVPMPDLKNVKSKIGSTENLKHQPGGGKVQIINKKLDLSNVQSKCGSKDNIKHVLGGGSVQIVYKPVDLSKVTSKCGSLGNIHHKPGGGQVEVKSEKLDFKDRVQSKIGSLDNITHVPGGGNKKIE
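Recombinant K18 P301L […], labeled with Alexa 594 at 0.24 uM over 15 uM unlabeled; heparin inducer 20 uM final; 37 C, 6 hr; FP endpoint.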
Tau fluor counter: Counterscreen qHTS for Inhibitors of Tau Fibril Formation, Fluorescence Polarization. 0.93% of 280,000 active. tau K18 P301L Alexa594 fluorescence, heparin fibrillization. Potency, µM (highest dose often 57.7 µM), without a hit: top-dose activity change, negative = decrease. AID 1463, 2008; also: % is scaled to controls: 0 for no effect and ±100 for the full control effect; nearly all actives have a fitted effect of over 55% in size
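Human tau K18 P301L (15 uM unlabeled, 0.24 uM Alexa 594-labeled) in 100 mM sodium acetate pH 7 with 20 uM heparin, 6 hr at 37 C. ThT 30 uM added, 1 hr ambient; Alexa 594 FP and total fluorescence read at 555/632 nm.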
RECQ1 helicase: qHTS Assay for Inhibitors of RecQ-Like Dna Helicase 1 (RECQ1) | RECQ1 DNA unwinding, red fluorescence kinetic read | Potency, µM (series often up to 57.3 µM), for the others: top-dose activity, negative = inhibition, most hits filed as inhibitors | 0.54% of 240,000 active | AID 2549, 2010;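 also: plate controls were vehicle for no effect and no enzyme for full effect; nearly all actives have a fitted effect of over 30% in size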
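50 nM RECQ1T1 preincubated 15 min with compound in Tris pH 8.0 buffer with MgCl2, DTT, Tween-20 and 2.5 ug/ml poly(dI-dC); started with 200 nM TAMRA/BHQ-2 forked duplex and 2 mM ATP. Unwinding read as fluorescence (525/598 nm), two reads 2 h apart.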
TR SRC2 fluor cs: Total Fluorescence Counterscreen for Inhibitors of the Interaction of Thyroid Hormone Receptor and Steroid Receptor Coregulator 2. 0.29% of 280,000 active. TRb/SRC2 Texas Red total fluorescence interference. Potency, µM (series often up to 106 µM), for inactives: at the top dose fluorescence change, negative = quenching. AID 1479, 2009; active = well fitted curve in either direction with a large enough effect; inconclusive = small, poorly fitted or top-dose-only effect; also: % is scaled to controls: 0 for no effect and ±100 for the full control effect
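Flags fluorescent or light-absorbing compounds by total fluorescence, S + 2P, at 555 nm excitation and 632 nm emission. Mixture: 20 nM Texas Red SRC2 peptide, 0.6 uM human TRb LBD, 1 uM T3, 5% DMSO; compound exposure 5 h at ambient temperature.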
TRb SRC2 PPI: qHTS for Inhibitors of the Interaction of Thyroid Hormone Receptor and Steroid Receptor Coregulator 2 | Thyroid hormone receptor beta (Homo sapiens), P10828 | TRbeta-SRC2 peptide binding, fluorescence polarization; receptor liganded with 1 µM T3 | Potency, µM (highest dose often 106 µM), for the others: at the top dose activity change, negative = inhibition, usual class: inhibitors | 0.065% of 280,000 active;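 also: plate controls were bound peptide for no effect and peptide without receptor for full effect; nearly all actives have a fitted effect of over 50% in size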
Target sequence (P10828 whole entry, looked up): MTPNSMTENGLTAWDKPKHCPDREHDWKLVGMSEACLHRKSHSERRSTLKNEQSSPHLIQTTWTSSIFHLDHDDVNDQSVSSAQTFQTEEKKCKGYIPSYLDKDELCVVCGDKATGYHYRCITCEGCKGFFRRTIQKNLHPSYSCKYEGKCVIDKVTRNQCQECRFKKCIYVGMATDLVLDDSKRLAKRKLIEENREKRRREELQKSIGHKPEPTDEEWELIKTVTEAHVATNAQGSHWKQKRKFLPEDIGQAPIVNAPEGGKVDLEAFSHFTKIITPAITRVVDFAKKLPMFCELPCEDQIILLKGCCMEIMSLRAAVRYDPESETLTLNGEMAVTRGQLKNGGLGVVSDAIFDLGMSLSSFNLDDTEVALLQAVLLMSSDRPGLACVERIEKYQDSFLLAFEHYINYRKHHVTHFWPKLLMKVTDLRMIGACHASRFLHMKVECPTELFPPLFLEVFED
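A fluorescence polarization screen tested compounds at multiple concentrations against complex formation between 0.6 uM TRb ligand-binding domain and 20 nM Texas Red SRC2 peptide, with 1 uM T3 present; readout after 5 hr.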
Tau ThT inhib: qHTS for Inhibitors of Tau Fibril Formation, Thioflavin T Binding; AID 1460, 2008; recombinant tau K18 P301L, heparin-induced fibrillization, ThT fluorescence; Potency, µM (titrated, usually from 57.4 µM), for inactives: at the top dose activity, negative = inhibition, usual class: inhibitors; Microtubule-associated protein tau (Homo sapiens), P10636; 2.1% of 270,000 active; also: % is scaled to controls: 0 for no effect and ±100 for the full control effect; nearly all actives have a fitted effect of over 55% in size
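Fibril formation assay: tau K18 P301L at 15 uM with trace Alexa 594 label, heparin inducer 20 uM, pH 7 sodium acetate buffer, 37 C for 6 hr; endpoint ThT signal.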
HTT cytoprotect: qHTS Multiplex Assay to Identify Dual Action Probes in a Cell Model of Huntington: Cytoprotection (ATP). PC12 HTT-Q103 induced, cytoprotection, ATP luminescence, 40 h. Potency, µM (doses to about 56.4 µM), for inactives: cytoprotection (ATP increase), hits mostly activators. 0.14% of 230,000 active. AID 1471, 2008;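 also: % of control where 0% means no effect; nearly all actives have a fitted effect of over 45% in size; toxic huntingtin expression switched on by the ecdysone agonist tebufenozide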
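Huntington model: PC12 line, ecdysone-inducible HTTQ103 exon1–GFP, tebufenozide 100 nM. Test articles in a dose series. Endpoint luminescence from cellular ATP.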
* marks the source's active call; other numbers are inactive results; i = inactive; ? = inconclusive; / = no result given; & = joins results of further samples; ! = a repeat was not active; [ ] = another dose, or the depositor's remark. Unless noted, calls follow the shape of the dose curve; as a rule, active = well fitted curve in the direction sought with a large enough effect; inconclusive = small, poorly fitted or top-dose-only effect, or another doubt; inactive = no such curve, though single readings can be large; an effect the other way counts as inactive or inconclusive. Potency is read from the fitted curve at half-maximal effect. These rows are one share of the data (hit frequency here may not be typical).

Every second line gives: L3MBTL1 inh, Tau fibril FP, Tau fluor counter, RECQ1 helicase, TR SRC2 fluor cs, TRb SRC2 PPI, Tau ThT inhib, HTT cytoprotect
CC(C)c1ccc2[nH]c(O)c(N=NC(=O)c3cccc(S(=O)(=O)Nc4ccc(Cl)cc4)c3)c2c1
 : -9%, -13%, -29%, i, -2%, 1%, -10%, -9%
COc1ccc(C2CC(=O)N(Cc3ccc(F)cc3)c3ccccc3S2)cc1OC (configuration not stated)
 : /, 1%, -12%, /, 5%, -2%, -15%, /
Cc1ccc(/C=N/NC(=O)C(C)NC(=O)c2ccccc2)cc1 (configuration not stated)
 : /, 6%, 0%, -15%, -1%, -1%, 0%, 24%
CCOc1ccc(OCCCCOc2ccccc2C(C)=O)cc1
 : 50%[activator], -2%, -9%, -8%, 1%, -3%, ?, 22%[10 µM]
CCOC(=O)c1c(C)[nH]c(C)c1S(=O)(=O)N(C)CC(=O)Nc1cc(Cl)ccc1C
 : /, -5%, -12%, /, 1%, -3%, 7%, /
O=C(CCCCn1c(=O)[nH]c2ccccc2c1=O)N1CCN(c2ncccn2)CC1
 : 8%, -4%, -4%, -19%, 2%, 4%, -5%, -3%
O=C(Nc1ccccc1Cl)c1ccc(Cl)cc1Cl
 : 6%, -1%, -4%, -13%, -1%, -7%, -12%, -51%[inhibitor]
O=C(CSc1nnnn1C1CCCC1)NCc1ccccc1
 : 56%[activator], -2%, -1%, i, -2%, -8%, 8%, -22%
Cc1nn(-c2ccccc2)c(C)c1/C=N/n1c(-c2ccc(C(C)(C)C)cc2)n[nH]c1=S
 : -16%, -1%, -28%, -6%, 0%, 8%, ?, -41%[inhibitor]
CCOCCCNCc1ccc(OCc2ccc(F)cc2)c(OC)c1
 : 3%, 2%, -3%, i, -2%, -2%, -1%, -18%
CCOC(=O)N1CCN(C(=O)CN(c2ccc(Cl)c(C(F)(F)F)c2)S(C)(=O)=O)CC1
 : 7%, 8%, 4%, -4%, -1%, 5%, -1%, 17%
CCC(C(=O)Nc1cc(-c2nc3cccnc3s2)ccc1C)c1ccccc1 (configuration not stated)
 : /, -7%, -23%, /, 3%, 7%, -12%, /
O=C(NCCn1cc(SCc2ccc(F)cc2)c2ccccc21)c1ccccc1F
 : 7%, -2%, ?, 5%, -1%, -1%, ?, /
COC(=O)[C@@]1(Cc2ccccc2)[C@H]2c3cc(C(=O)N4CCCC4)n(Cc4ccccn4)c3C[C@H]2CN1C(=O)c1ccccc1
 : /, 1%, -1%, -1%, 0%, 0%, -10%, -4%
Fc1ccc(-c2cn(-c3ccccc3)c3[n+]2CCS3)cc1
 : 5%, -2%, 8%, -7%, -1%, 0%, 7%, ?
CCS(=O)(=O)c1ncc(Cl)c(C(=O)Nc2ccc(S(=O)(=O)N(C)c3ccccc3)cc2)n1
 : /, ?, -20%, /, -13%, 2%, ?, /
COCCCNC(=O)CC(NS(=O)(=O)c1ccc(C)cc1)c1ccco1 (configuration not stated)
 : 1%, 3%, 0%, -6%, 0%, 2%, 2%, 1%
CCCC(=O)c1c(NCCO)cc(C)oc1=O
 : /, -5%, -12%, -9%, 2%, -11%, -8%, 2%
C/C(NCc1ccccc1)=C(\C#N)C(=O)NCc1ccccc1
 : /, 10%, -13%, -3%, 0%, 4%, -11%, -18%
Cc1ccc(C)c(OC(=O)c2ccncc2)c1
 : -28%, 4%, 0%, i, 3%, -26%, -1%, 5%[10 µM]

Other entries
Every second line gives: L3MBTL1 inh, Tau fibril FP, Tau fluor counter, RECQ1 helicase, TR SRC2 fluor cs, TRb SRC2 PPI, Tau ThT inhib, HTT cytoprotect
CCCc1nn(C)c(C(=O)Nc2cccc3ccccc23)c1Cl
 : 9%, 9%, -3%, -4%, -3%, -5%, -13%, 8%[10 µM]
Cc1ccc(OCc2nc(C#N)c(NCCCn3ccnc3)o2)cc1
 : -4%, 6%, -13%, -12%, -2%, 4%, -16%, -22%
CCc1cccc(C)c1NC(=O)CN1C(=O)c2c(c3ccccc3n2C)C1c1ccc(OC)cc1 (configuration not stated)
 : /, -8%, -15%, /, 0%, -2%, -3%, /
COc1cccc([C@@H]2Oc3ccc(Br)cc3C(=O)[C@H]2OC(=O)N[C@H](C)C2CCCCC2)c1
 : /, -14%, -16%, i, 0%, 3%, -6%, ?
CCOC(=O)C1=C(c2ccccc2)NC(=O)NC1c1ccc(OC)c(OC)c1 (configuration not stated)
 : 7%, 4%, 2%, -1%, -2%, 6%, 0%, /
O=C(CSCc1ccc(Cl)cc1Cl)Nc1c[nH]c(=O)[nH]c1=O
 : 8%, -10%, -10%, -1%, -7%, -5%, -8%, -31%[10 µM]
Cc1ccc2oc(=O)c3cnn(CC(=O)N4CCN(c5ccc(F)cc5)CC4)c3c2c1
 : /, -14%, -16%, /, -1%, -6%, ?, /
Cc1cc(-c2csc(NCc3ccccc3)n2)c(C)n1C
 : -13%, -14%, ?, i, 5%, -9%, ?, -12%
Cc1onc(-c2c(F)cccc2Cl)c1C(=O)Nc1cccc(S(=O)(=O)NCc2ccco2)c1
 : /, -8%, -27%, -18%, 0%, -5%, ?, 0%
O=C1NCCN1Cc1ccccc1F
 : -23%, -11%, -18%, -19%, -4%, -6%, ?, 2%[0.074 µM]
O=C(CN1C(=O)CCc2cc(S(=O)(=O)N3CCOCC3)ccc21)NCc1ccc(Cl)cc1
 : /, -2%, -5%, /, -1%, 7%, 1%, /
Cn1cccc1C(=O)NC(=O)COC(=O)c1cc(S(=O)(=O)N2CCCCC2)ccc1Cl
 : /, -1%, ?, i, -1%, -5%, -8%, -25%
CC(CC(=O)N1CCN(c2ccccc2)CC1)c1ccccc1 (configuration not stated)
 : -6%, -2%, 7%, -3%, -1%, 2%, -1%, -2%[0.074 µM]
COC(=O)c1ccc2c(c1)C(C)(C)C(/C=C/c1ccc(O)cc1)=[N+]2C
 : -3%, ?, ?, 13µM*, ?, ?, 13µM*, -62%[inhibitor][10 µM]
CC(=O)N1CN(C2CC(C)(C)NC(C)(C)C2)Cc2c1sc1c2CCCC1
 : 6%, 4%, -11%, i, -1%, -2%, -11%, 1%[10 µM]
O=C(N/N=C/c1cccc(Oc2ccccc2)c1)c1cccc(Br)c1
 : 0%, ?, ?, -6%, -4%, 2%, -11%, -79%[inhibitor]
COc1ccc(CNC(=O)C2CCCN2S(=O)(=O)c2ccc(S(=O)(=O)N(C)C)cc2)cc1 (configuration not stated)
 : 10%, 1%, 4%, -5%, 0%, 3%, -1%, -6%[10 µM]
CC(C)CC(=O)Nc1ccc2c(c1)oc1ccccc12
 : 1%, -1%, -12%, i, -4%, -1%, -13%, -65%[inhibitor]
Cc1c(C)c(C)c(S(=O)(=O)n2[nH]c(=O)c(CCO)c2C)c(C)c1C
 : 7%, 9%, 1%, i, 2%, -2%, -1%, /
CCOC1OC2C(CO)OC(n3cnc4c(N)ncnc43)C2O1 (configuration not stated)
 : 15%, 5%, -7%, 13%, 1%, -3%, -5%, 4%[10 µM]

The list continues.
SMILES | L3MBTL1 inh | Tau fibril FP | Tau fluor counter | RECQ1 helicase | TR SRC2 fluor cs | TRb SRC2 PPI | Tau ThT inhib | HTT cytoprotect
CCNc1ccc(C(=O)OCC(=O)NC(C)c2ccccc2)cc1[N+](=O)[O-] (configuration not stated) | 0% | -8% | -11% | -6% | -1% | 1% | ? | 11%[0.074 µM]
COc1c(-c2ccc(O)c(O)c2)oc2cc(O)cc(O)c2c1=O | / | -6%&-6% | ? | 18µM*! | -3%&-9% | -4%&10% | ? | -3%[1.9 µM]
Cc1cc(C)n2c(=S)[nH]nc2n1 | -2% | ? | -16% | -2% | 0% | -3% | ? | -18%[10 µM]
COc1cc(CN2CCN(S(=O)(=O)c3ccc(NC(C)=O)cc3)CC2)cc(OC)c1OC | / | -11% | 0% | / | -2% | -6% | -1% | /
CCN(CC)c1ccc(NC(=O)c2ccc3c(c2)c(C)c(C)n3C)cc1 | / | 12% | ? | -7% | 0% | -3% | 4µM* | -98%[inhibitor]
COCCN1C(=O)N[C@@H](c2ccco2)C(C(C)=O)=C1C | -12% | -8%&-2% | -3%&-8% | -12% | 0%&-5% | 2%&-5% | 4%&-17% | -41%[inhibitor]

Complete entries, looked up by structure. Screens in order: L3MBTL1 inh	Tau fibril FP	Tau fluor counter	RECQ1 helicase	TR SRC2 fluor cs	TRb SRC2 PPI	Tau ThT inhib	HTT cytoprotect
Record of `COc1c(-c2ccc(O)c(O)c2)oc2cc(O)cc(O)c2c1=O` : /	-6%&-6%	?	18µM*!	-3%&-9%	-4%&10%	?	-3%[1.9 µM]
Record of `CCNc1ccc(C(=O)OCC(=O)NC(C)c2ccccc2)cc1[N+](=O)[O-]` (configuration not stated) : 0%	-8%	-11%	-6%	-1%	1%	?	11%[0.074 µM]
Record of `COc1cc(CN2CCN(S(=O)(=O)c3ccc(NC(C)=O)cc3)CC2)cc(OC)c1OC` : /	-11%	0%	/	-2%	-6%	-1%	/
Record of `CCN(CC)c1ccc(NC(=O)c2ccc3c(c2)c(C)c(C)n3C)cc1` : /	12%	?	-7%	0%	-3%	4µM*	-98%[inhibitor]
Record of `Cc1cc(C)n2c(=S)[nH]nc2n1` : -2%	?	-16%	-2%	0%	-3%	?	-18%[10 µM]

Screening data from PubChem.
